# Hck Nef HTS = inhibitors of Nef-activated human Hck kinase, primary screen, biochemical, Z-Lyte FRET, 384-well, Hck-YEEI; Recombinant Hck-YEEI plus Nef, Z-Lyte FRET kinase assay; Tyrosine-protein kinase HCK (Homo sapiens), P08631; inhibition, % at 20 µM; 220,000 tested, 0.68% active; AID 463187, 2010;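 active means Hck-Nef kinase inhibition above about 50%, limit read from the data; inactive means inhibition below that limit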;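 further: 0% = DMSO with Hck plus Nef and 100% = Hck alone without Nef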
# Runt-CBFb FRET = inhibitors of RUNX1 Runt–CBFb binding, primary screen, biochemical, FRET, Cerulean-Runt, Venus-CBFb, uHTS; Runt-related transcription factor 1 (Homo sapiens) + Core-binding factor subunit beta …; inhibition, % at 20 µM; Cerulean-Runt/Venus-CBFb FRET ratio 530/480, 1 h; 220,000 tested, 0.46% active;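 active means inhibition over about 50% at 20 µM in the single-dose screen, limit read from the data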;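 further: 0% = DMSO wells and 100% = excess unlabeled CBFb competitor control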
# Target sequence (Q01196 whole entry, looked up): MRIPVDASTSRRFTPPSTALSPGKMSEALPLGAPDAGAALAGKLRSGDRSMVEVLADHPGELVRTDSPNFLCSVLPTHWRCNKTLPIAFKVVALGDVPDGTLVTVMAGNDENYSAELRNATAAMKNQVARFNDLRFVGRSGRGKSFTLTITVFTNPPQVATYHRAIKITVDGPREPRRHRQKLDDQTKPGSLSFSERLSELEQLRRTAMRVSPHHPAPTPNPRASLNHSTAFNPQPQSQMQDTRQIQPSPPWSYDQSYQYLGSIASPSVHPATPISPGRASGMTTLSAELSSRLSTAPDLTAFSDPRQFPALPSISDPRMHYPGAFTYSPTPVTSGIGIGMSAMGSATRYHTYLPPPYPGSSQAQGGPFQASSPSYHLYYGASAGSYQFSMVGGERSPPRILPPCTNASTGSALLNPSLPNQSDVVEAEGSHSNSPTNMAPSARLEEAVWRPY
# Target sequence (Q13951 whole entry, looked up): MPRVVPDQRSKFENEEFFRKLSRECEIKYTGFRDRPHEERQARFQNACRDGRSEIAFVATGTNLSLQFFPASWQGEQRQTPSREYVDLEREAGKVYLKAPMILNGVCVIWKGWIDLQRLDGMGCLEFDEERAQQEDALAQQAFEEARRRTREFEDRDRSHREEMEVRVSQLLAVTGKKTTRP
#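 test system = Cerulean-Runt domain fusion protein, energy donor | probe or stimulus = Venus-CBFb binding partner, 100 nM | incubation = two 1 h room-temperature incubations shielded from light | detection = fluorescence energy transfer, 422 nm excitation, 530/480 nm emission | measure = loss of energy transfer signal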
# Runt-SMMHC FRET = inhibitors of RUNX1 Runt–CBFb-SMMHC binding, primary screen, biochemical, FRET, Cerulean-Runt, Venus-CBFb-SMMHC, uHTS. Runt-related transcription factor 1 (Homo sapiens) + Core-binding factor subunit beta …. Cerulean-Runt/Venus-CBFb-SMMHC FRET ratio 530/480, 1 h. inhibition, % at 20 µM. 220,000 tested, 0.74% active. AID 1434, 2008;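 active means mean inhibition across duplicate retests at 20 µM reaching about 50%, limit read from the data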;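 further: 0% = DMSO wells and 100% = wells with excess untagged CBFb-SMMHC; inhibitors lower the FRET ratio by blocking Runt binding to CBFb-SMMHC; some results filed as inactive read as strong as hits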
# 14-3-3 Bad PPI = inhibitors of 14-3-3 zeta/Bad binding, primary screen, biochemical, TR-FRET, bovine 14-3-3 zeta. 220,000 tested, 0.71% active. TR-FRET 14-3-3zeta/Dy647-pBad peptide displacement, 1 h. 14-3-3 protein zeta/delta (Bos taurus), P63103. inhibition, % at 21.7 µM. AID 781, 2007;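 active means inhibition above about 70%, limit read from the data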;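 further: 0% = full 14-3-3 plus peptide FRET controls and 100% = background without 14-3-3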
# L929 necroptosis = inhibitors of zVAD-triggered necroptosis, primary screen, L929 cells; L929 zVAD necroptosis rescue, ATP luminescence, 24 h; with zVAD 60 µM; viability rescue, % at 10 µM; 220,000 tested, 0.38% active;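 active means activation, scaled between plate controls, above about 75%, limit read from the data; inactive means activation under that limit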;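 further: 0% = zVAD with DMSO and 100% = DMSO alone without zVAD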
# Mdm2 ligase inh = MDM2-luciferase reporter signal enhancers, primary screen, MDM2 E3 ligase inhibitor project, cell-based, luminescence, 1536-well. AID 1230, 2008. signal enhancement, % at 5 µM. cell-based MDM2 ubiquitination luciferase reporter, 2 h; 0 = plate control, 100 = twice control, blank-subtracted. 210,000 tested, 0.11% active;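 active means signal enhancement of 30% or more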;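 further: luminescence tracks abundance of the self-degrading MDM2-luciferase fusion protein; higher signal means inhibition of MDM2 E3 ligase activity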
#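 Material: Stable MDM2–luciferase fusion reporter cells | Amount: 2000 cells seeded into each well | Dosing: One concentration, 5 µM, with 0.2% DMSO | Incubation: 4 h cell settling then 2 h compound exposure, 37 °C | Measured by: Luciferase luminescence | Read-out basis: % enhancement relative to plate controls after blank subtraction | Benchmarks: Control and blank well means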
# NCF1 inh = p47phox/p22phox peptide binding inhibitors, primary screen, biochemical, uHTS, NADPH oxidase regulatory subunit | fluorescence polarization, 2 h | inhibition, % at 24.7 µM | 220,000 tested, 0.53% active | AID 1274, 2008;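 active means inhibition above about 30%, limit read from the data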;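 further: 0% = p47phox with labelled peptide and 100% = labelled peptide alone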
# Target sequence (P14598 whole entry, looked up): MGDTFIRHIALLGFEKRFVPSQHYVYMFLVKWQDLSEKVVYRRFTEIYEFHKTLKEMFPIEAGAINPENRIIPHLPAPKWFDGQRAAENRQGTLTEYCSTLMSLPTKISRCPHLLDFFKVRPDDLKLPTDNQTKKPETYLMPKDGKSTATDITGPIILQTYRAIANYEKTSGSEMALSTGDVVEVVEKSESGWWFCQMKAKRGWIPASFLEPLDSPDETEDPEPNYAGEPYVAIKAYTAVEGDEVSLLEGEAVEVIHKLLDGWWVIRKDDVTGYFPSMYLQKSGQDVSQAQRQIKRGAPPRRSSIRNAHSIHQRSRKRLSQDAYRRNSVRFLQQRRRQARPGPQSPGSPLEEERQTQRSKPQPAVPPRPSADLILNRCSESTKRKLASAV
# TbHK1 inh = Trypanosoma brucei hexokinase 1 inhibitors, primary screen, biochemical, G6PDH-coupled NADH absorbance, MLSCN library; AID 1430, 2008; hexokinase 1 [Trypanosoma brucei]; inhibition, % at 10 µM; 220,000 tested, 0.11% active; recombinant TbHK1, G6PDH-coupled NADH A340;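 active means inhibition of 50% or more in the single-dose primary screen; inactive means inhibition below 50%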
# EBV gp42 inh = Epstein-Barr virus gp42 inhibitors, primary screen, biochemical, uHTS, fluorescence polarization. 220,000 tested, 0.42% active. inhibition, % (tested at 21.74 µM). Fluorescence polarization binding assay, mP read-out. AID 1085, 2008. Glycoprotein 42 (Epstein-Barr virus (strain AG876)), Q1HVG2; in the data active means inhibition above about 50%
# Active calls of the source: *; . = no result given; [ ] = dose if it differs, or a comment.
SMILES,Hck Nef HTS,Runt-CBFb FRET,Runt-SMMHC FRET,14-3-3 Bad PPI,L929 necroptosis,Mdm2 ligase inh,NCF1 inh,TbHK1 inh,EBV gp42 inh
CCn1c(SCC(=O)Nc2ccc3c(c2)OCCO3)nc2c(c1=O)SC(C)C2 (centres undefined),2,-1,3,-2[fluorescence artefact?],-0.4,-8,-1,-17,-11
O=C(NCc1cccnc1)C(=O)NCC1OCCN1S(=O)(=O)c1ccc(Cl)cc1 (centres undefined),-1,-1,1,2,5.5,.,-10,-8,-5
Cc1ccccc1Cn1nc(C)c(NC(=O)c2noc3c2CCCC3)c1C,10,-1,-10,-11,1.1,-3,0,0,-9
CCOc1ccc(NC(=S)N2CCC(N(C)CC3CCCO3)CC2)cc1 (centres undefined),3,-1,-3,-10,0.4,-3,-7,23,-15
CCCCC1CC(CSC(=N)N)OC1=O (centres undefined),1,-2,-5,10[fluorescence artefact?],0.6,-22,-2,1,-3
O=C(NCCc1ccccc1)c1cccc(N2C(=O)C3CC=CCC3C2=O)c1 (centres undefined),29,-2,-4,-10,1.9,-2,-4,-1,10
O=C(Nc1ccc(Br)c(Cl)c1)C1CC1,7,0,22,-8,0.3,2,3,-1,-5
Cn1c(-c2sccc2OCc2ccc(Cl)cc2Cl)n[nH]c1=S,3,5,11,-7,-1.1,-8,-2,4,15
COc1ccc(C(=O)NCc2nnc(SCC(=O)Nc3nc4ccccc4s3)o2)cc1OC,3,-1,0,-4,0.1,-11,-6,33,2
CC(C)CNS(=O)(=O)c1ccc(CCC(=O)NCc2ccco2)cc1,-6,0,-2,-3[fluorescence artefact?],-1.0,-12,4,0,9
O=[N+]([O-])c1cccc(C(=Nc2cccc(Cl)c2)NO)c1,0,0,-1,4,-0.5,-5,-8,4,5
CCC[N+](CC#Cc1ccccc1)(CCC)CC(=O)OCC,0,1,3,2[fluorescence artefact?],0.6,5,-9,3,-15
CCOC(=O)CSc1nc(C)cc(=O)[nH]1,-10,2,-3,-1,0.0,-1,-9,3,-27
O=c1c2cc(NC(=S)NCCN3CCCCCC3)ccc2nc2n1CCCCC2,4,1,1,-6,0.5,-9,-3,-2,-6
O=C1NC2(CCOc3ccccc32)C(=O)N1CC(=O)N(Cc1ccccc1)C1CCS(=O)(=O)C1 (centres undefined),3,1,0,1[fluorescence artefact?],-0.2,-7,-16,-4,-29
COc1ccc(C(=O)CCC(C)(C)[N+](=O)[O-])cc1,25,-2,0,-3,1.0,-4,-2,-1,-11
CC(C)Oc1ccc(Nc2ncnc3ccccc23)cc1,-18,-1,1,7,2.2,-6,-7,-6,-2
Fc1ccc(COc2ccccc2C(=S)N2CCCC2)cc1,10,41,20,33[fluorescence artefact?],0.0,-12,-2,10,-15
Cn1c(SCC(=O)NC2CCCC2)nnc1-c1ccncc1,16,0,-2,-11,11,-2,2,3,-12
Cc1cc(SCC(=O)Nc2ccccc2)n2ncc(-c3ccccc3)c2n1,3,-2,-1,-11,1.8,-3,-1,-1,-11
CCOC(=O)CN(C(=O)CSc1nnc2c(n1)[nH]c1ccccc12)c1ccccc1,6,-5,-2,-7,0.8,-2,-12,-5,0
COC(=O)c1c(C)nc(C)c(C(=O)OC)c1-c1ccc(OC)cc1,2,-1,0,-3,1.4,-2,-4,-7,-8
Cc1ccccc1-n1ncc2c(SCC(=O)N3c4ccccc4CC3C)ncnc21 (centres undefined),1,-2,-2,6,0.5,-18,-15,1,3
Cc1ccc(CN2CCN(Cc3cccn3-c3ccccn3)CC2CCO)cc1 (centres undefined),16,1,3,-22,-0.8,-5,0,7,2
FC(F)(F)c1cc(-c2ccco2)nc(N2CCN(Cc3ccccc3)CC2)n1,2,-2,-12,50,0.0,-7,-11,-2,-10
O=C(O)CSC1=NC(=Nc2ccc(Cl)cc2)C2(CCCCC2)N1c1cccc(C(=O)O)c1,6,-8,7,-27,0.7,-3,0,34,-25
CCC(=O)Nc1nc2nc(C)cc(=O)n2[nH]1,1,2,1,12,1.0,-4,-5,-3,-19
O=C(NCc1ccco1)C1CCCN(S(=O)(=O)c2ccccc2)C1 (centres undefined),-3,0,0,-5,0.5,-10,-3,-1,-21
O=C(CSCc1ccccc1)N1CCN(c2cccc(C(F)(F)F)c2)CC1,0,-3,-6,11,0.7,-15,-22,-6,-3
COc1cc(C(=O)N/N=C\c2ccccc2)c([N+](=O)[O-])c(OC)c1OC,1,-3,2,-11,0.1,9,-4,-5,-5
COc1ccc(NC(=O)/C(C#N)=C\c2cc(C)n(-c3ccc4c(c3)OCO4)c2C)cc1,-1,1,-13,-16,1.3,-9,-35,13,-9
CCN(CC)C(=O)c1c(NC(=O)c2ccccc2)sc(C)c1C,1,1,7,-9[fluorescence artefact?],-0.2,-10,-2,-10,1
Cc1ccc(S(=O)(=O)N2CCC(=O)N(C(CO)C(C)C)CC2)cc1 (centres undefined),-8,-1,0,0,-0.7,.,3,1,-9
O=c1c(-c2ccc3c(c2)OCCO3)coc2cc(O)cc(O)c12,1,0,-2,-1,0.5,-26,-12,-14,4
COc1ccc(NC(=O)COC(=O)[C@@H]2CCCN2S(=O)(=O)c2ccccc2F)c(OC)c1,15,-1,0,-1,-0.6,-18,-3,7,-5
COc1ccc(C(=O)NCc2nnc(SCC(=O)c3ccccc3)n2C)cc1,4,-1,-1,7,0.9,-18,2,-7,4
O=C(CSc1ccc(-c2ccco2)nn1)NCc1ccc2c(c1)OCO2,15,16,1,-8,1.5,2,-1,0,-10
COc1ccc(NC(=O)C2CCN(c3cc(-c4ccccc4)nc4ncnn34)CC2)cc1OC,-3,-5,-2,-1,-0.2,-13,-5,5,13
Cc1ccc2nc(SCc3cn4c(C)cc(C)nc4n3)[nH]c2c1,1,1,1,-1,2.6,-14,7,-5,-6
CC(C)(C)c1ccc(Oc2ccc(NC(=O)c3cccs3)cn2)cc1,9,0,3,2,17,-10,-7,-1,-1

# Part of the list above, with tabs:
structure	Hck Nef HTS	Runt-CBFb FRET	Runt-SMMHC FRET	14-3-3 Bad PPI	L929 necroptosis	Mdm2 ligase inh	NCF1 inh	TbHK1 inh	EBV gp42 inh
COc1cc(C(=O)N/N=C\c2ccccc2)c([N+](=O)[O-])c(OC)c1OC	1	-3	2	-11	0.1	9	-4	-5	-5
COc1ccc(NC(=O)/C(C#N)=C\c2cc(C)n(-c3ccc4c(c3)OCO4)c2C)cc1	-1	1	-13	-16	1.3	-9	-35	13	-9
CCN(CC)C(=O)c1c(NC(=O)c2ccccc2)sc(C)c1C	1	1	7	-9[fluorescence artefact?]	-0.2	-10	-2	-10	1
Cc1ccc(S(=O)(=O)N2CCC(=O)N(C(CO)C(C)C)CC2)cc1 (centres undefined)	-8	-1	0	0	-0.7	.	3	1	-9
O=c1c(-c2ccc3c(c2)OCCO3)coc2cc(O)cc(O)c12	1	0	-2	-1	0.5	-26	-12	-14	4
COc1ccc(NC(=O)COC(=O)[C@@H]2CCCN2S(=O)(=O)c2ccccc2F)c(OC)c1	15	-1	0	-1	-0.6	-18	-3	7	-5
COc1ccc(C(=O)NCc2nnc(SCC(=O)c3ccccc3)n2C)cc1	4	-1	-1	7	0.9	-18	2	-7	4
O=C(CSc1ccc(-c2ccco2)nn1)NCc1ccc2c(c1)OCO2	15	16	1	-8	1.5	2	-1	0	-10
COc1ccc(NC(=O)C2CCN(c3cc(-c4ccccc4)nc4ncnn34)CC2)cc1OC	-3	-5	-2	-1	-0.2	-13	-5	5	13
Cc1ccc2nc(SCc3cn4c(C)cc(C)nc4n3)[nH]c2c1	1	1	1	-1	2.6	-14	7	-5	-6
CC(C)(C)c1ccc(Oc2ccc(NC(=O)c3cccs3)cn2)cc1	9	0	3	2	17	-10	-7	-1	-1

# (next part)
SMILES,Hck Nef HTS,Runt-CBFb FRET,Runt-SMMHC FRET,14-3-3 Bad PPI,L929 necroptosis,Mdm2 ligase inh,NCF1 inh,TbHK1 inh,EBV gp42 inh
CC(C)OC(=O)Nc1ccc2c(c1)N(C(=O)CCN1CCOCC1)c1ccccc1CC2,15,.,.,-4,2.9,4,-13,-4,-12
O=c1c2c(n3cnnc3n1-c1ccccc1)-c1ccccc1CC21CCCCC1,-2,.,-4,.,-0.3,-16,.,-9,.
Cc1ccc(N2CCN(C(=O)c3ccccc3)CC2)c(C)c1,3,-1,0,7,0.3,-15,92*,7,-11
Cc1ccc(-c2noc(CCCC(=O)N3CCOCC3)n2)cc1,-7,0,2,0,2.0,13,-1,-2,-16
CCOc1ccc(C(=S)N2CCOCC2)cc1OCC,2,9,-6,6[fluorescence artefact?],-0.4,-11,-13,-9,-15
CCOc1ccc(-c2nnc(SCC(=O)Nc3cc(C)on3)o2)cc1,-28,0,5,0,-1.0,2,-9,9,-1
CCOC(=O)C1CCN(C(=O)COc2ccc(Br)cc2)CC1,1,0,0,-15,-0.2,-12,-7,-3,-6
N#C/C(=C/c1ccccc1[N+](=O)[O-])c1nc(C2CC2)cs1,7,5,12,-1,-0.3,8,-4,-12,9
CC(Oc1cc(-c2ccccc2)cc2ccccc12)C(=O)N1CCOCC1 (centres undefined),-2,-1,-9,-1,0.5,-22,-16,-12,-17
CCCOCCOC(=O)c1[nH]c2c(c1C)C(=O)CC(c1cc(OC)ccc1OC)C2 (centres undefined),-1,7,0,-3,-1.4,-7,-1,2,-24
Cc1ccc(S(=O)(=O)N2CCN(C(C)C(=O)N3CCCc4ccccc43)CC2)cc1 (centres undefined),2,-4,-3,-2[fluorescence artefact?],-0.1,-12,-5,-8,-17
Cc1cccc(N2CCN(C(=O)Cc3cn(C)c4ccccc34)CC2)c1C,-1,4,0,4,0.1,-10,-9,-7,38

# Screening data: PubChem, several laboratories
